MPTP inh: blocks calcium-induced mitochondrial swelling. isolated mouse mitochondria, Ca2+ swelling absorbance, 30 min. inhibition, % at 10 µM. actives 1.4% (n = 360,000);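 active = inhibition of 50% or more, scaled per plate between neutral and stimulator controls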;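 also: 0% = DMSO wells given calcium and 100% = 1 mM EGTA wells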
ATG4B inhibitor: ATG4B (human) cysteine protease inhibition; ATG4B cleavage of LC3-PLA2, NBD-HPC fluorescence, 1 h; inhibition, % at 8.33 µM; actives 0.51% (n = 340,000); in the data active = inhibition above about 40%
Target sequence (Q9Y4P1 whole entry, looked up): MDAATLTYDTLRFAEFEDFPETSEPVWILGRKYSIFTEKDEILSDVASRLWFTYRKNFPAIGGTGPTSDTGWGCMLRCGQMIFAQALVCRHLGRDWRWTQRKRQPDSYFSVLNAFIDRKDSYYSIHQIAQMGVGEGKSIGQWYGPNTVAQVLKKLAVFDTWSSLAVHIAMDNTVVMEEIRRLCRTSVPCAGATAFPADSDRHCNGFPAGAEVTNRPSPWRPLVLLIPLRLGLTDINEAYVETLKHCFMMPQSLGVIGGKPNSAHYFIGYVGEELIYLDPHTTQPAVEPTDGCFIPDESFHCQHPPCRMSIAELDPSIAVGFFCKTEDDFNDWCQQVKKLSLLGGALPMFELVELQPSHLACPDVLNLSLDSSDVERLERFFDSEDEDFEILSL
The depositor's hits bear a star; · = no result given. Some of the compounds tested (hit frequency here may not be typical).

no.	SMILES	MPTP inh	ATG4B inhibitor
1	CCCNC(=O)C1(C)CCCN(C(=O)c2ccc3snnc3c2)C1 (configuration not stated)	-1.4	·
2	COc1ccc(NC(=O)c2cc(C3CCCCN3C(=O)C3CC3)on2)c(C)c1 (configuration not stated)	-0.4	·
3	Cc1noc(C)c1NC(=O)N(C)C[C@@H]1OCc2cnnn2CCCC(=O)N([C@@H](C)CO)C[C@H]1C	-1.1	·
4	CSc1ncccc1C(=O)OCC(=O)N(C)Cc1ccc(C)cc1	-0.7	·
5	COc1cc(-c2coc3c(C(=O)NCc4ccc(N(C)C)cc4)cccc23)ccc1O	0.4	·
6	Clc1cccc(Cc2c(-c3ccccc3)nc3c4ccccc4ccn23)c1	-0.9	·
7	CCCC[C@@H]1CNC(=O)C(=O)N1CCCC	1.2	·
8	COc1ccc(C(N)c2csc(NC(=O)Nc3ccccc3C(C)(C)C)n2)cc1 (configuration not stated)	0.7	·
9	Cc1ccc(CN2C(=O)CCC2(C)c2nnnn2-c2ccc3c(c2)OCCO3)cc1 (configuration not stated)	0.6	·
10	CCCCn1nnnc1C1(C)CCC(=O)N1CCc1c[nH]c2ccccc12 (configuration not stated)	1.4	·
11	O=C(NCCNC(=O)c1ccc(-c2cccc(Cl)c2)o1)c1cnccn1	0.9	·
12	Cc1ccc(S(=O)(=O)N2[C@@H](CO)CO[C@H]2CC(=O)c2ccc(F)cc2)cc1	-1.2	·
13	O=C(C=C(O)c1ccc(Cl)cc1)C(=O)NNC(=O)C(O)(c1ccccc1)c1ccccc1	-1.5	14
14	COc1ccc(C(=O)/C=C2\C(=O)Nc3ccc(Br)cc32)cc1	-0.5	3
15	Nc1cc2c(cc1Br)-c1ccc(F)cc1C2O (configuration not stated)	-0.4	-9
16	CN(C(=O)c1cccc(NC(=O)Cc2ccc(NC(=O)C3CCCN(C(=O)C4CCCC4)C3)cc2)c1)C1CCCCC1 (configuration not stated)	0.9	-8
17	Cc1ccc2[nH]c3c(=S)nc[nH]c3c2c1	1.6	-1
18	NNC(=O)CC1=NNC(=O)C1	-0.2	6
19	COC(=O)c1ccc(NC(=O)c2cc3sccc3n2C)cc1	-1.5	-10
20	Cc1cc2nc(N=C(N)N)nc(C)c2cc1C	3.6	-7
21	S=C(Nc1ccccc1)Nc1ccc2ccccc2c1	68*	-6
22	O=C(COC(=O)C1=Cc2ccccc2OC1)NCc1ccc(F)cc1	-0.1	-1
23	COC(=O)c1ccc(Oc2cc(C)nc(-n3nc(C)cc3C)n2)cc1	-0.7	-8
24	CN(C(=O)c1cccc(NC(=O)Cc2ccc(NC(=O)C3CCN(C(=O)C4CC4)CC3)cc2)c1)C1CCCCC1	-0.4	-1
25	NC(N)=NCCCS(=O)(=O)Nc1ccc(Nc2c3ccccc3nc3cc([N+](=O)[O-])ccc23)cc1	1.2	6
26	COc1cc2c(c(OC)c1OC)-c1ccc(SC)c(=O)cc1C(NC(=O)C(F)(F)F)CC2 (configuration not stated)	0.8	-7
27	N#CC1(Nc2ccc(C(=O)O)cc2)CCCC1	-1.6	-5
28	Nc1nc(CCOc2ccc(F)cc2)cs1	-0.9	-2
29	CC1CC(=O)N(CCc2ccccc2)C(=O)C1	0.4	5
30	CCc1nc(N)nc(N)c1-c1ccc(Cl)c([N+](=O)[O-])c1	0.3	-4
31	CCN(CC)S(=O)(=O)c1cccc(NC(=O)/C=C/c2cccc([N+](=O)[O-])c2)c1	50	13
32	O=[N+]([O-])c1ccc(S(=O)(=O)NN=C2CCCCC2)cc1	0.8	-2
33	COc1cccc(OCc2cc(C3Nc4ccccc4C(=O)N3Cc3ccco3)ccc2OC)c1 (configuration not stated)	1.7	-2
34	Cc1ccc2c(C)nc(Nc3nc(CSc4nc5ccccc5s4)cc(=O)[nH]3)nc2c1	0.3	12
35	CCOc1ccccc1NC(=O)C1=C(C)NC(=S)NC1c1cccs1 (configuration not stated)	0.2	-2
36	CCC1C/C(=C\c2cc(OC)c(OC)cc2OC)C(=O)/C(=C/c2cc(OC)c(OC)cc2OC)C1 (configuration not stated)	1.2	-17
37	CCOc1ccc(OCC(O)CN2CCN(S(=O)(=O)c3cccc(C(F)(F)F)c3)CC2)cc1 (configuration not stated)	0.3	-18
38	OCC1OC(O)CC(O)C1O (configuration not stated)	1.0	-20
39	CN(Cc1ccccc1)C(=O)c1cccc(NC(=O)Cc2ccc(NC(=O)C3CCCN(C(=O)CCc4ccccc4)C3)cc2)c1 (configuration not stated)	-0.6	-6
40	CCc1nnc(NC(=O)[C@@H](NS(=O)(=O)c2ccc3c(c2)OCCO3)C(C)C)s1	0.6	-4
41	Cc1ccc(S(=O)(=O)N2CC=C(N)N2)cc1	-1.8	-1
42	CCOC(=O)C=C(C(=O)OCC)C(=O)OCC	1.2	7
43	Fc1ccccc1CSc1ncnc2c1ncn2C1CCCO1 (configuration not stated)	1.6	4
44	OCC(O)C1OC(c2ccco2)OC(CO)C1O (configuration not stated)	0.3	-2
45	CCOC(=O)N1CCC(=NNC(=O)c2ccccc2F)CC1	0.8	-1
46	CCCCCCCCNS(=O)(=O)CCNCCc1ccccc1	3.2	-8
47	CC(C)(C)S(=O)(=O)N1Cc2cc(=O)n(Cc3ccccc3)c(CCO)c2[C@H]1CCO	-0.4	-7
48	CCC(=O)OCOc1ccc(/C=C2/CCC(CN(C)C)C2=O)cc1 (configuration not stated)	-0.3	2
49	O=C(Nc1cccnc1)c1cc2cc(Br)ccc2oc1=O	-0.8	-4
50	CC[C@@H](C(=O)[C@@H](C)[C@@H](O)[C@H](C)[C@@H]1O[C@@H]([C@@H](CC)C(=O)O)CC[C@@H]1C)[C@H]1O[C@]2(C=C[C@@H](O)[C@]3(CC[C@@](C)([C@H]4CC[C@](O)(CC)[C@H](C)O4)O3)O2)[C@H](C)C[C@@H]1C	4.3	0
51	COc1cc(/C=C/c2ccc3c(Br)cc(Br)c(O)c3n2)ccc1O	6.2	-6
52	O=C1O[C@H](CO)[C@@H](O)[C@H](O)[C@H]1O	-1.5	1
53	Cc1ccc(NC(=O)c2ncn(CCCN3CCN(c4ccccn4)CC3)n2)cc1C	-0.6	-6
54	CCOC(Cn1cc([N+](=O)[O-])c(=O)[nH]c1=O)OCC	1.6	6
55	COc1ccc(S(=O)(=O)N2CCCCCC2)cc1NC(=O)CCc1cc(OC)c(OC)c(OC)c1	-2.0	-1
56	S=C(NCc1ccccn1)NN=Cc1ccccn1	-0.5	2
57	Cn1cccc1/C=C1\SC(=S)N(NC(=O)c2ccccc2)C1=O	0.7	11
58	COc1ccc(CN(C)C(=O)CCl)cc1	0.9	-8
59	CCn1cc(C2C3=C(CC(C)(C)CC3=O)N(c3ccc(C)cc3)C3=C2C(=O)CC(C)(C)C3)c(C)n1	1.2	2
60	COc1ccc(Nc2nnc(-c3ccc(N4CCOCC4)c([N+](=O)[O-])c3)c3ccccc23)cc1	2.3	-4

Structural class: those above with an NH in an aromatic ring (four)
no.	SMILES	MPTP inh	ATG4B inhibitor
10	CCCCn1nnnc1C1(C)CCC(=O)N1CCc1c[nH]c2ccccc12 (configuration not stated)	1.4	·
17	Cc1ccc2[nH]c3c(=S)nc[nH]c3c2c1	1.6	-1
34	Cc1ccc2c(C)nc(Nc3nc(CSc4nc5ccccc5s4)cc(=O)[nH]3)nc2c1	0.3	12
54	CCOC(Cn1cc([N+](=O)[O-])c(=O)[nH]c1=O)OCC	1.6	6

Next part.
no.	SMILES	MPTP inh	ATG4B inhibitor
61	COc1ccc(CN(C)C(=O)CCC(=O)N2CCN(S(=O)(=O)c3ccc(Cl)cc3)CC2)c(OC)c1	-0.2	-10
62	COCCNC(=S)N/N=C(\C)c1ccccc1O	-0.3	1
63	CN(CC(=O)Nc1cc(C(F)(F)F)ccc1-n1cncn1)Cc1ccccc1N1CCOCC1	-1.5	-9
64	CC(C)(C)OC(=O)N1CCCC(C(=O)Nc2cccc(C(=O)NCCc3ccccc3)c2)C1 (configuration not stated)	0.2	-3
65	COC(=O)c1ccc(NC(=O)c2cn(-c3cccc(C)n3)cn2)cc1	2.3	-4
66	CCCNc1ncnc2[nH]ncc12	0.0	-6
67	Cc1ccc(-n2cccn2)c(CN2CCC(CO)(CCc3ccccc3)CC2)c1	-0.3	6
68	O=C1[C@H](Cc2ccccc2)NCC=CC[C@H](c2ccc(Cl)cc2)N1Cc1ccccc1	0.6	57*
69	Cc1cccc(C(=O)N(C(=O)c2cccc(C)c2)N(C)C)c1	0.2	-1
70	COc1cccc(N/C(SCc2cccc([N+](=O)[O-])c2)=C(/C#N)C(=O)NCc2cccs2)c1	3.7	-5
71	CCC1C(c2ccccc2)=CCC(C(=O)O)C1C (configuration not stated)	-0.4	1
72	CCN(CC)c1ccc(/C=N/Nc2ccc(C)cc2)c(O)c1	1.9	-2
73	CCOC(=O)c1n[nH]n2c1nc(=O)c1ccccc12	0.3	1
74	COc1cc([N+](=O)[O-])ccc1-c1ccc(/C=C2\C(=O)ON=C2c2ccccc2)o1	4.8	10
75	COc1ncnc2c1oc1nc(CC(C)C)c3c(c12)CCCC3	0.4	-1
76	OC(CSc1ccccc1)CN1CCN(c2cccc(Cl)c2)CC1 (configuration not stated)	1.4	6
77	O=C(Cc1ccc(NC(=O)C2CCCN(C(=O)C3CCCC3)C2)cc1)Nc1ccc(C(=O)N2CCOCC2)cc1 (configuration not stated)	0.9	3
78	O=C(Cc1ccc(NC(=O)C2CCN(C(=O)C3CCCC3)CC2)cc1)Nc1ccc(C(=O)N2CCOCC2)cc1	-0.4	-6
79	CC[C@]12C(=O)N(C)C[C@H]([C@@H]3C(=O)N(Cc4ccccc4)C(=O)[C@@H]31)N2C(=O)c1ccc(F)cc1	-0.1	-1
80	O=C(COC(=O)c1ccccc1NCCO)Nc1ccc(S(=O)(=O)NC2=NCCCCC2)cc1	0.6	-5
81	N#CC1(C#N)OC12CCS(=O)(=O)c1ccccc12 (configuration not stated)	0.2	-3
82	Nc1nc(SCC(=O)c2ccc(Cl)cc2)c2ncn(C3OC(CO)C(O)C3O)c2n1 (configuration not stated)	-1.5	-7
83	Cc1nnc(SCCN2CCOCC2)c2nn(-c3ccccc3F)c(C)c12	0.4	2
84	Cc1ccc2nc(/C(C#N)=C\c3ccc(Oc4ccc([N+](=O)[O-])cn4)cc3)[nH]c2c1	65*	14
85	COc1ccccc1-c1cccc([C@@H]2C[C@H]3[C@H](CON3C)CN2C(C)=O)c1	-0.1	9
86	CC(=O)Nc1ccc(C=NNc2nnc(NN=Cc3ccc(NC(C)=O)cc3)c3ccccc23)cc1	2.3	5
87	CC(NC(=O)c1ccccc1)C(=O)OCC(=O)Nc1cccc(S(=O)(=O)N2CCCC2)c1 (configuration not stated)	-2.1	-13
88	S=C(NCc1ccccc1)C(=S)NCc1ccccc1	-1.1	10
89	O=c1[nH]c2cc3c(cc2cc1CN(Cc1ccccc1)Cc1nnnn1Cc1ccco1)OCCO3	-3.9	-3
90	CC(=O)c1ccc(S(=O)(=O)N(C)CC(=O)Nc2cccc(S(=O)(=O)N3CCCC3)c2)cc1	-0.3	-10
91	O=S(=O)(NCCc1c[nH]c2ccccc12)c1ccc(F)cc1	1.4	-3
92	CCN(CC)c1ccc(/C=C(\C#N)C(N)=O)cc1	-2.1	-4
93	c1nc(NCCN2CCOCC2)c2sc3nc(N4CCOCC4)c4c(c3c2n1)CCC4	-0.4	-5
94	CCCC(NC(=O)Cc1c(C)c2cc3c(C)c(C)oc3c(C)c2oc1=O)C(=O)N[C@@H](Cc1ccccc1)C(=O)O (some centres not stated)	0.4	-7
95	CCC(C)Cn1cnc2c(Sc3c([N+](=O)[O-])ncn3C)nc(N)nc21 (configuration not stated)	-1.0	7
96	Cc1c(Cl)cnc(NC(=O)COC(=O)CCC(=O)c2cccs2)c1Cl	1.8	10
97	C#CCOCCOCCOCCNc1nc(N2CCN(C(=O)Cn3cc(CCCCN)nn3)CC2)nc(N2CCN(C(=O)[C@H](C)n3cc(CCC(=O)O)nn3)CC2)n1	0.9	0
98	CC(Sc1ncnc2sccc12)C(=O)Nc1ccc(S(=O)(=O)N2CCOCC2)cc1 (configuration not stated)	0.4	-13
99	C=CCSC1=NC(=O)/C(=C/c2cccs2)S1	1.6	-8
100	CC1CCCCC1NC(=O)COC(=O)c1c2c(nc3ccccc13)/C(=C\c1ccco1)CC2 (configuration not stated)	2.7	20

Continued, overlapping the part above by three compounds.
no.	SMILES	MPTP inh	ATG4B inhibitor
98	CC(Sc1ncnc2sccc12)C(=O)Nc1ccc(S(=O)(=O)N2CCOCC2)cc1 (configuration not stated)	0.4	-13
99	C=CCSC1=NC(=O)/C(=C/c2cccs2)S1	1.6	-8
100	CC1CCCCC1NC(=O)COC(=O)c1c2c(nc3ccccc13)/C(=C\c1ccco1)CC2 (configuration not stated)	2.7	20
101	CC(=O)N(Cc1ccc(F)cc1)C1=C(NCc2ccccc2)C(=O)c2ccccc2C1=O	0.8	-17
102	N#CC(C#N)=C1C=CC=CN1/C(=C\c1ccco1)C(=O)c1ccc(Br)cc1	-0.4	3
103	CC(C)C[C@@H](CNCC(=O)[C@H](Cc1ccccc1)NC(=O)c1[nH]cnc1C(=O)N[C@@H](C)CN)NC(=O)c1nc[nH]c1C(=O)N[C@@H](CC(=O)O)C(=O)O	-0.2	3
104	CCOC(=O)c1cc2c(c(CCO)n1)[C@H](CCO)N(S(=O)C(C)(C)C)C2 (some centres not stated)	1.3	-5
105	Cc1ccc(S(=O)(=O)N2CCN(C(=O)CN(Cc3ccco3)Cc3cccs3)CC2)cc1	-0.6	-4
106	CN(C)CC1CC/C(=C\c2ccc(O)cc2)C1=O (configuration not stated)	0.6	-9
107	O=C(NCCNCC(O)COc1ccc(O)cc1)N1CCOCC1 (configuration not stated)	-3.3	6
108	COc1ccc(C(=O)NC2CCN(C(=S)Nc3cccc(C)c3C)CC2)cc1	0.5	-7
109	CCC(=NN=C(CC)c1ccccc1O)c1ccccc1O	1.2	3

Source: PubChem BioAssay (Sanford-Burnham Center for Chemical Genomics)
